inhibitors of VEEV = inhibitors of VEEV TC-83 cytopathic effect, confirmation, Vero cells (AID 588727); Vero cells, VEEV TC-83 cytopathic effect inhibition; higher % means a stronger effect; actives 0.13% (n = 350,000); one-dose inhibition, % at 20 µM; IC50 in µM for titrated hits; in the data active = a potency from the dose series; inconclusive = inhibition mostly from about 14% at the one dose, without a potency; inactive = the rest, 99 in 100 with inhibition below about 12%; also: strong numbers were not always called active
Salmonella PhoP GFP = PhoP regulon inhibitors, Salmonella typhi PhoP promoter GFP reporter, confirmatory (AID 1850); one-dose inhibition, % at 50 µM; IC50 in µM for titrated hits; actives 0.33% (n = 310,000); Salmonella Typhi PhoP-promoter GFP reporter, fluorescence, 4 h; higher % means a stronger effect; in the data active = a potency from the dose series; inconclusive = inhibition mostly from about 25% at the one dose, without a potency; inactive = the rest, 99 in 100 with inhibition below about 19%;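 also: 0% = induced wells with vehicle and 100% = uninduced wells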
M. tuberculosis HTS = M. tuberculosis growth inhibition, HTS (AID 449762); M. tuberculosis H37Rv growth inhibition, 7H9 media; higher % means a stronger effect; one-dose inhibition, % at 25 µM; IC50 in µM for titrated hits; actives 0.59% (n = 330,000); in the data active = a potency from the dose series; inconclusive = inhibition above about 70% without an active follow-up result;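 also: bacterial growth assessed after seven days of incubation; strong numbers were not always called active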
tuberculosis growth = growth inhibition of non-replicating M. tuberculosis (AID 488890) | Mycobacterium tuberculosis non-replicating, growth inhibition; higher % means a stronger effect | one-dose inhibition, % at 25 µM; IC50 in µM for titrated hits | actives 0.39% (n = 320,000); in the data active = a potency from the dose series; inconclusive = inhibition mostly from about 82% at the one dose, without a potency; inactive = the rest, 99 in 100 with inhibition below about 76%;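 also: plate controls were DMSO cells for no effect and high antibiotic wells for full effect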
H1N1 NS1A inhibition = H1N1 influenza NS1A inhibitors, functional cell based assay (AID 504329) | NS1A functional cell-based assay, percent inhibition; higher % means a stronger effect | actives 0.3% (n = 340,000) | inhibition, % at 12.5 µM, or IC50 in µM where a hit was titrated; in the data active = a potency from the dose series; inconclusive = inhibition above about 27% without an active follow-up result; also: strong numbers were not always called active
inhibitors of VEEV 10K pilot screen = further read-out of inhibitors of VEEV, marked with its call; inhibition, %; measured here: 10K pilot screen inhibition
Numbers without * were called inactive; i = inactive; ? = inconclusive; / = no result given.

SMILES	inhibitors of VEEV	Salmonella PhoP GFP	M. tuberculosis HTS	tuberculosis growth	H1N1 NS1A inhibition	others
Cc1ccc(NC(=S)NCc2ccc3[nH]c4c(c3c2)CCCC4)cc1	i	-7%	34%	73%	-13%
CCc1cccc(NC(=O)CCNC(=O)Cn2ccc3ccccc3c2=O)c1	0.8%	1%	0%	-4%	5%
O=C(O)c1ccc(C=NN2CCCCCC2)cc1	6.2%	/	/	/	8%
CC(=O)N1CCc2cc(S(=O)(=O)CCC(=O)N3CCN(c4cc(C)ccc4C)CC3)ccc21	0.5%	1%	5%	11%	-2%
CCc1cc(=O)oc2c(C)c(OC(C)C(=O)NCC3CCC(C(=O)O)CC3)ccc12 (stereo unspecified)	0.5%	-8%	-8%	14%	-3%
CCn1nnc(NC(=O)c2cc3ccccc3o2)n1	3.4%	-7%	3%	19%	-1%
O=S(=O)(Cc1ccccc1)NCCc1cccc(Cl)c1	i	-3%	12%	67%	-4%
Cc1cc(NS(=O)(=O)c2ccc(Nc3nc(-c4ccc(O)cc4)cs3)cc2)no1	4.6%	6%	-6%	51%	-16%
CC(Cc1ccco1)NC(=O)c1ccc(C(F)(F)F)cc1 (stereo unspecified)	0.8%	-1%	5%	73%	7%
CC(C)c1onc(C(=O)N2CCC(C(N)=O)CC2)c1[N+](=O)[O-]	4.3%	8%	6%	-13%	2%
O=C(CCc1nc2ccccc2[nH]1)Nc1ccccc1	1.2%	-1%	-6%	-3%	9%
O=C(O)CCn1cc(/C=C2\SC(=S)NC2=O)c(-c2ccccc2)n1	1.8%	9%	-4%	1%	/
CS(=O)(=O)Nc1cccc(C2=NN(S(=O)(=O)c3ccccc3)C(c3cccs3)C2)c1 (stereo unspecified)	0.3%	0%	-9%	17%	-4%
CC1CCCCN1c1nc2nonc2nc1N1CCCCC1C (stereo unspecified)	1.2%	-3%	-3%	8%	-3%
CCOC(=O)/C(C#N)=C/Nc1cc(F)ccc1C	1.9%	4%	-5%	-7%	0%
CC1CCCCN1S(=O)(=O)c1ccccc1[N+](=O)[O-] (stereo unspecified)	0.1%	-7%	-4%	-2%	2%
Cc1cc(OCC(=O)NCc2cccnc2)c2c3c(c(=O)oc2c1)CCCC3	6.4%	3%	-5%	-4%	-1%
COc1ccc2cc(CCNC(=O)c3ccc(Br)o3)c(=O)[nH]c2c1	10%	-9%	-11%	/	-7%
Cc1cc(NC(=O)c2cccc(S(=O)(=O)N3CCOCC3)c2)c2ccccc2n1	3.5%	3%	1%	8%	-11%
CC(=O)Nc1ccc(C(=O)NC(C)c2ccc(-n3ccnc3)cc2)cc1 (stereo unspecified)	4.0%	-8%	-1%	16%	-11%
COc1ccc(-c2cc3ccccc3oc2=O)cc1NC(=O)c1cccnc1	i	-7%	5%	31%	6%
C=CCOc1ccc(C(=O)CC)cc1OC	1.0%	-7%	-3%	8%	-3%
Cc1ccc(C(=O)CC2(O)C(=O)Nc3ccccc32)s1 (stereo unspecified)	3.3%	3%	-3%	-10%	6%
O=C(Cn1c(-c2ccccc2)noc1=O)Nc1ccc(N2CCCCCC2)cc1	i	-4%	21%	21%	23%
CSc1nnc(SCC(=O)Nc2ccc3[nH]c(=O)[nH]c3c2)s1	1.1%	/	-11%	/	0%
COc1ccc(NC(=O)Nc2cccnc2)cc1	i	11%	-2%	5%	-4%
CCOc1nc(NC2CCCC2)nc(N2CCC(C)CC2)n1	2.3%	-6%	20%	67%	-25%
Cc1ccc(C(CCNC(C)c2cccs2)c2ccco2)cc1 (stereo unspecified)	i	11%	14%	69%	-3%
COc1ccc(/C=N/Nc2nncc3ccccc23)c(OC)c1	1.7%	-2%	-5%	-14%	5%
CC(=O)COc1ccc2c(C)c(C)c(=O)oc2c1	i	6%	4%	5%	-3%
CC(C)Cn1c(N)c(C(=O)COC(=O)C2Cc3ccccc3CN2S(C)(=O)=O)c(=O)n(C)c1=O (stereo unspecified)	2.4%	/	4%	35%	0%
CCN(CC)CC(=O)Nc1cccc(S(=O)(=O)N2CCCC2)c1	0.9%	12%	-2%	4%	-3%
Cc1cccc(NC(=S)NCC(c2cccnc2)N2CCOCC2)c1C (stereo unspecified)	0.7%	-8%	-3%	/	0%
O=C(CCN1C(=O)c2cccc3cccc(c23)C1=O)NC1CCS(=O)(=O)C1 (stereo unspecified)	i	-8%	8%	-6%	-8%
Cc1nc2cc(Nc3ccncc3)ccc2s1	i	15%	3%	0%	-10%
COC(=O)/C=C1/S/C(=N/NC(=O)c2ccc(Cl)cc2Cl)NC1=O	2.6%	-1%	-3%	-1%	/
NC(=O)c1ccsc1NC(=O)COC(=O)COc1ccc(C=O)cc1	0.7%	/	-2%	-3%	-3%
COc1ccccc1-c1coc2c(CN3C(C)CCCC3C)c(O)ccc2c1=O (stereo unspecified)	0.7%	3%	-3%	-8%	-7%
CC(Sc1nnc(C2CC2)n1C1CC1)C(=O)NC1(C#N)CCCCC1 (stereo unspecified)	0.4%	/	-7%	-2%	11%
CC1(C)CC(N2CCCC2)=CC(=[N+]2CCCCC2)C1	0.3%	8%	4%	34%	-10%
Cc1ccc(N(C(=O)Cn2nnc(-c3ccccc3F)n2)C(C(=O)NC2CCCC2)c2ccncc2)cc1 (stereo unspecified)	3.2%	4%	-8%	0%	-8%
Cc1nc(NCc2ccco2)[nH]c(=O)c1CCC(C)C	4.7%	11%	2%	40%	-1%
CCOC(=O)CSCC(=O)Nc1c(C(=O)C2CC2)oc2ccccc12	1.0%	-4%	?	?	9%
CS(=O)(=O)c1ccccc1C(=O)Nc1cccc2ncccc12	3.0%	-7%	4%	-10%	-4%
O=C(COC(=O)C12CC3CC(CC(O)(C3)C1)C2)NCCc1ccc(Cl)cc1	i	-10%	-4%	16%	-3%
COC(=O)c1cccc2c(C(=O)O)cc(-c3ccccc3)nc12	0.3%	/	/	/	-21%
CCOC(=O)c1nc(C)n(-c2cc(OC)c(Cl)cc2Cl)n1	0.9%	-3%	-8%	-3%	-2%
O=C(Nn1cnc2ccccc2c1=O)c1ccc([N+](=O)[O-])cc1Cl	2.6%	9%	-7%	-10%	-4%	inhibitors of VEEV 10K pilot screen=0.4
COCCOc1cc(NC(=O)CS(=O)(=O)CC(=O)N(C)C)c(Cl)cc1Cl	i	13%	-7%	-7%	4%
Cc1ccc(S(=O)(=O)N2CCOc3ccccc32)c(C)c1NS(C)(=O)=O	0.7%	6%	-2%	3%	19%
COc1ccc(NC(=O)CN2C(=O)NC(C)(c3ccc4c(c3)OCO4)C2=O)cc1S(N)(=O)=O (stereo unspecified)	0.5%	/	2%	4%	-17%
C=CCNC(=O)C1CC2Cn3c(nc4cc5ccccc5cc43)C2N1C (stereo unspecified)	2.4%	0%	-17%	-9%	9%
Cc1nn(CC(=O)NNC(=O)c2ccccc2F)c([N+](=O)[O-])c1Br	0.6%	-6%	-7%	-2%	/
CCCCCC(=O)Nc1cccc(C2=NOC3(C2)C[C@H](C(N)=O)N(C(=O)COc2ccc(Cl)cc2)C3)c1 (stereo partly specified)	2.6%	-8%	3%	4%	3%
Cc1ccc(C2=NOC3(CC(=O)N(c4ccccc4)C3=O)C2)cc1 (stereo unspecified)	0.6%	4%	0%	5%	-7%
CCCn1c(=O)[nH]c(=O)c2c1nc(-c1cc([N+](=O)[O-])ccc1Cl)n2CCOC	1.2%	0%	24%	9%	-4%
O=C(OCC(=O)N1CCN(C(=O)c2ccco2)CC1)c1cccc(S(=O)(=O)N2CCc3ccccc32)c1	1.8%	7%	-5%	2%	6%
Cc1ccc(-c2ccnc3nc(Sc4ncc(C(F)(F)F)cc4Cl)nn23)cc1	i	-2%	0%	31%	-1%	inhibitors of VEEV 10K pilot screen=0.0
COc1ccc(CCN(C)C(=O)CN2C(=O)NC3(CCCCCC3)C2=O)cc1OC	i	/	6%	1%	-8%
O=C(COC(=O)c1nn(-c2ccccc2C(F)(F)F)cc1O)c1ccc(OC(F)F)cc1	0.8%	-8%	?	?	-8%

The final seven records of the part before come first, to join the parts.
SMILES	inhibitors of VEEV	Salmonella PhoP GFP	M. tuberculosis HTS	tuberculosis growth	H1N1 NS1A inhibition	others
CCCCCC(=O)Nc1cccc(C2=NOC3(C2)C[C@H](C(N)=O)N(C(=O)COc2ccc(Cl)cc2)C3)c1 (stereo partly specified)	2.6%	-8%	3%	4%	3%
Cc1ccc(C2=NOC3(CC(=O)N(c4ccccc4)C3=O)C2)cc1 (stereo unspecified)	0.6%	4%	0%	5%	-7%
CCCn1c(=O)[nH]c(=O)c2c1nc(-c1cc([N+](=O)[O-])ccc1Cl)n2CCOC	1.2%	0%	24%	9%	-4%
O=C(OCC(=O)N1CCN(C(=O)c2ccco2)CC1)c1cccc(S(=O)(=O)N2CCc3ccccc32)c1	1.8%	7%	-5%	2%	6%
Cc1ccc(-c2ccnc3nc(Sc4ncc(C(F)(F)F)cc4Cl)nn23)cc1	i	-2%	0%	31%	-1%	inhibitors of VEEV 10K pilot screen=0.0
COc1ccc(CCN(C)C(=O)CN2C(=O)NC3(CCCCCC3)C2=O)cc1OC	i	/	6%	1%	-8%
O=C(COC(=O)c1nn(-c2ccccc2C(F)(F)F)cc1O)c1ccc(OC(F)F)cc1	0.8%	-8%	?	?	-8%
CCCNC(=O)NC(=O)COC(=O)CC(NC(N)=O)c1ccc(Cl)cc1 (stereo unspecified)	0.4%	-1%	3%	-1%	2%
CC1(C)Cc2c(sc(NC(=O)c3ccc(C(=O)c4ccccc4)cc3)c2C#N)C(C)(C)N1	1.6%	-2%	3%	-1%	-1%
COc1ccc(-c2nn(-c3ccccc3)cc2/C=N/NC(=O)c2cccc(S(=O)(=O)Nc3ccccc3Cl)c2)cc1	9.0%	-11%	4%	-11%	-4%
O=C(CN1CCOCC1)Nc1scc(-c2ccccc2)c1C(=O)N1CCOCC1	1.2%	7%	-5%	-8%	-7%	inhibitors of VEEV 10K pilot screen=2.1
Cc1c(NC(=O)COC(=O)CSc2ccc(C(N)=O)cc2[N+](=O)[O-])c(=O)n(-c2ccccc2)n1C	0.9%	-3%	-22%	-5%	8%
Cc1c(C(=O)OC2CCC(C)CC2)[nH]c2c1C(=O)CCC2 (stereo unspecified)	1.1%	-7%	5%	2%	-4%
COc1cc2nc(CN3CCN(S(=O)(=O)c4cc(C)ccc4C)CC3)[nH]c(=O)c2cc1OC	5.6%	/	-3%	/	8%
COc1ccc(C2CC(=O)c3cnc(N4CCc5ccccc54)nc3C2)c(OC)c1 (stereo unspecified)	/	2%	-4%	-10%	/
O=C1/C(=C/c2ccccn2)SC(=S)N1NS(=O)(=O)c1ccccc1	4.5%	-8%	6%	22%	1%
COCCNC(=O)C(c1ccc(F)cc1)N(Cc1ccco1)C(=O)CCC(=O)Nc1ccccn1 (stereo unspecified)	3.9%	2%	0%	-5%	4%
O=C(CCC(=O)N1CCN(S(=O)(=O)c2ccccc2)CC1)NC1CCCc2ccccc21 (stereo unspecified)	2.3%	-6%	8%	12%	-6%
Cc1c2cn[nH]c(=O)c2c(C)n1Cc1ccc(F)cc1	2.2%	-9%	-6%	27%	45%	inhibitors of VEEV 10K pilot screen=1.9
O=C(CCn1c(SCC(=O)NCc2ccco2)nc2ccccc2c1=O)NCCc1ccccc1	6.9%	-4%	5%	7%	-1%
CCOc1ccccc1N1CCN(C(=O)c2cc(-c3cccnc3)nc3c(Cl)cccc23)CC1	8.1%	-8%	-1%	9%	-3%
COc1ccc(S(=O)(=O)Cc2ccc(C(=O)N3CCN(Cc4ccccc4)CC3)o2)cc1	0.1%	-9%	-8%	9%	1%
CCOC(=O)C1CCN(S(=O)(=O)c2ccccc2)CC1	0.7%	-5%	2%	-2%	-1%
CCOC(=O)c1c(NC(=O)CN2CCN(C(=O)c3ccco3)CC2)sc2c1CCCC2	i	0%	52%	40%	-1%
Cc1oc2nc(SCC(=O)NCc3cccnc3)nc(N)c2c1C	0.1%	-2%	-2%	-5%	-9%
CC(C)c1cc(C(=O)N2CCCC(CCC(=O)N3CCN(c4ccccn4)CC3)C2)no1 (stereo unspecified)	1.7%	-6%	9%	2%	12%
O=C(O)CCSc1nnc(-c2ccccc2)n1-c1ccccc1	1.3%	6%	-11%	4%	-2%	inhibitors of VEEV 10K pilot screen=1.7
O=C(COC(=O)/C=C/c1ccc([N+](=O)[O-])cc1)NCC1CCCCC1	2.1%	/	13%	71%	7%
C=CCn1c(O)c(N=Nc2nc3ccccc3c(=O)n2-c2ccccc2)c2ccccc21	0.4%	-5%	-2%	-17%	11%

From PubChem BioAssay
